From PubChem BioAssay
H1N1 NS1A inhibition = H1N1 influenza NS1A inhibitors, functional cell based assay (AID 504329); NS1A functional cell-based assay, percent inhibition; higher % means a stronger effect; one-dose inhibition, % at 12.5 µM; IC50 in µM for titrated hits; 0.3% of 340,000 active; in the data active = a potency from the dose series; inconclusive = inhibition above about 27% without an active follow-up result; note: strong numbers were not always called active
H37Rv inhibition = M. tuberculosis growth inhibition, HTS (AID 449762). M. tuberculosis H37Rv growth inhibition, 7H9 media; higher % means a stronger effect. inhibition, % at 25 µM, or IC50 in µM where a hit was titrated. 0.59% of 330,000 active; in the data active = a potency from the dose series; inconclusive = inhibition above about 70% without an active follow-up result;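 note: bacterial growth assessed after seven days of incubation; strong numbers were not always called active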
PhoP GFP inhibition = Inhibition of PhoP regulon, Salmonella typhi GFP reporter cells, confirmation, 4 h (AID 1850); inhibition, % at 50 µM, or IC50 in µM where a hit was titrated; Salmonella Typhi PhoP-promoter GFP reporter, fluorescence, 4 h; higher % means a stronger effect; 0.33% of 310,000 active; in the data active = a potency from the dose series; inconclusive = inhibition mostly from about 25% at the one dose, without a potency; inactive = the rest, 99 in 100 with inhibition below about 19%;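 note: 0% = induced wells with vehicle and 100% = uninduced wells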
VEEV TC-83 Vero = inhibitors of VEEV TC-83 cytopathic effect, confirmation, Vero cells (AID 588727); 0.13% of 350,000 active; inhibition, % at 20 µM; hits with a dose series show IC50 in µM; Vero cells, VEEV TC-83 cytopathic effect inhibition; higher % means a stronger effect; in the data active = a potency from the dose series; inconclusive = inhibition mostly from about 14% at the one dose, without a potency; inactive = the rest, 99 in 100 with inhibition below about 12%; note: strong numbers were not always called active
M. tuberculosis = growth inhibition of non-replicating M. tuberculosis (AID 488890). inhibition, % at 25 µM, or IC50 in µM where a hit was titrated. Mycobacterium tuberculosis non-replicating, growth inhibition; higher % means a stronger effect. 0.39% of 320,000 active; in the data active = a potency from the dose series; inconclusive = inhibition mostly from about 82% at the one dose, without a potency; inactive = the rest, 99 in 100 with inhibition below about 76%;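 note: plate controls were DMSO cells for no effect and high antibiotic wells for full effect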
VEEV TC-83 Vero 10K pilot screen = recorded beside VEEV TC-83 Vero, whose call it bears; inhibition, %; measured here: 10K pilot screen inhibition
Active calls of the source: *; i = inactive; ? = inconclusive; / = no result given.

SMILES	H1N1 NS1A inhibition	H37Rv inhibition	PhoP GFP inhibition	VEEV TC-83 Vero	M. tuberculosis	others
Cc1ccc(Cn2nnc3c(=O)n(CC(=O)c4ccccc4)cnc32)cc1	5%	-10%	7%	0.4%	-14%
COc1ccc(N2C3=[N+](CC2(C)O)c2ccccc2CC3)cc1 (stereo not drawn)	0%	47%	1%	3.4%	14%
Cc1nc2c(C(=O)Nc3ccc(N4CCCC(O)C4)cc3)snc2c(=O)[nH]1 (stereo not drawn)	94%	7%	8%	2.6%	-4%
O=C(CSc1ccccc1F)NC(=O)c1ccc(Cl)cc1	-21%	6%	/	2.7%	56%
COc1cc(OC)cc(-c2nc3ccccc3c(=O)n2NC(=O)c2cccnc2Cl)c1	-2%	0%	-2%	1.5%	-28%
C=C(C)C1CC=C(C)/C(=N/NC(=O)CCCNc2cccc(C)c2)C1 (stereo not drawn)	17%	6%	-5%	2.3%	20%
COc1cccc(CC(=O)N2CCC(CCC(=O)Nc3cccc(OC)c3)CC2)c1	-2%	4%	14%	i	4%
O=[N+]([O-])c1ccc(NS(=O)(=O)N2CCOCC2)cc1	-10%	-5%	/	0.2%	22%
COc1ccc2nc(C)c(C(N)=O)cc2c1	-3%	-4%	3%	1.6%	-12%
COC(=O)[C@]1(Cc2ccccc2)N[C@H](c2ccc(-c3ccc4c(c3)OCO4)cc2)[C@@H]2C(=O)N(C)C(=O)[C@@H]21	15%	3%	-5%	0.5%	-1%
O=C(O)c1cc2c(s1)-c1ccccc1OC2	-9%	4%	-12%	0.4%	15%
CC1(C)CC(=O)C(Sc2ccccc2C(=O)O)=C(O)C1	27%	0%	2%	0.1%	-8%
COC(=O)C[C@H]1c2ccc(C(F)(F)F)cc2S(=O)(=O)N1Cc1ccccc1	-15%	-2%	-3%	0.3%	-15%
CCC(C)N(C(=O)COC(=O)/C=C/c1ccc(O)c(OC)c1)C1CCS(=O)(=O)C1 (stereo not drawn)	14%	-6%	-2%	0.3%	-7%
O=C(Nc1cccc(F)c1)N(Cc1ccc(Cl)cc1)CC(O)C(F)(F)F (stereo not drawn)	-3%	18%	-1%	1.7%	43%
CN(C)c1ccc(C=C2C(=O)NC(=O)NC2=O)cc1	-10%	/	/	0.5%	/
CC(C)N1CCN(C(=O)C2CCC(=O)N(CCc3cccc(F)c3)C2)CC1 (stereo not drawn)	-2%	/	/	1.7%	/
O=C(Cc1cccc([N+](=O)[O-])c1)Nc1cccc(C(=O)N2CCCCC2)c1	-8%	14%	/	0.7%	15%
CCOC(=O)c1cc(NC(=O)Nc2ccccc2Cl)c(C)nc1C	/	-2%	1%	10.0%	-7%
Cc1cc(C)c(C#N)c(Nc2ccc(F)cc2)n1	-13%	8%	-8%	i	0%
O=C(Nc1ccc(Cl)c(Cl)c1)N1CC=C(c2ccccc2)CC1	7%	?	-2%	0.9%	69%
CCC(=O)N1CCCc2cc(S(=O)(=O)N3CCN(C4CCCCC4)CC3)ccc21	8%	0%	-2%	i	23%
CCSc1nnc(NC(=O)Cc2cc(OC)c(OC)c(OC)c2)s1	7%	5%	-7%	i	-1%
Cc1ccc(NC(=O)c2c(C(F)(F)F)nn(C)c2SCc2cccc(C(F)(F)F)c2)cc1C	-6%	2%	0%	i	18%
CN(C)S(=O)(=O)c1cccc(C(=O)OCC(=O)Nc2sccc2C(N)=O)c1	-7%	2%	-1%	6.4%	5%	VEEV TC-83 Vero 10K pilot screen=6.7
COC(=O)c1ccc2ccn(CC(=O)NC3CCCCC3)c2c1	-3%	6%	-8%	2.5%	-2%
C/C(=N\Nc1cccc2cccnc12)c1ccc[nH]1	3%	-2%	8%	1.3%	27%
COc1cccc(CN(C)C(=O)c2ccc(S(=O)(=O)N3CCCC3)cc2)c1OC	3%	-7%	-6%	1.7%	14%
O=C(Nc1cc(F)c(Br)cc1F)c1ccc(Cl)cc1	-19%	19%	6%	2.1%	75%
CCOC(=O)C1=CN(Cc2ccco2)S(=O)(=O)NC1c1ccc(F)c(Cl)c1 (stereo not drawn)	-2%	/	/	i	/
CCCCCc1ccc(C(=O)CCC(=O)OCC(=O)N(CC)c2c(N)n(Cc3ccccc3)c(=O)[nH]c2=O)cc1	-9%	/	/	2.2%	/
COc1cc2c(c(OC)c1OC)CCc1cnoc1-2	4%	1%	-1%	2.7%	-7%
CCS(=O)(=O)c1nc(S(=O)(=O)c2ccc(C)cc2)c(NCCN2CCOCC2)s1	-2%	2%	6%	0.1%	-6%
COc1ccc(Cl)cc1C(=O)OCC(=O)NC(=O)c1cccn1C	14%	5%	2%	1.0%	58%
Cc1ccc(OCCC(=O)NNC(=O)c2ccccc2F)cc1	-9%	10%	/	1.9%	54%
Cc1ccccc1NC(=O)c1sc2nc[nH]c(=O)c2c1C	-12%	-1%	15%	0.7%	17%
CC(=O)c1c(C)[nH]c(C(=O)OCC(=O)NCc2ccc(Cl)cc2)c1C	-16%	-7%	/	0.5%	4%
Cc1nc2cc(Cl)c(Cl)cc2nc1C	-5%	1%	2%	8.9%	7%
Cc1cccc(NC(=O)C2CCCN2S(=O)(=O)c2ccc(Cl)cc2)n1 (stereo not drawn)	-20%	-1%	-3%	1.5%	27%
O=C(COc1ccc(Cl)cc1Cl)NC(=O)c1ccccc1	-9%	11%	-2%	0.1%	45%
O=C(O)c1cccc(Cn2c(Cl)c(/C=N/NC(=O)c3ccccc3)sc2=O)c1	0%	-5%	-7%	i	13%	VEEV TC-83 Vero 10K pilot screen=2.2
O=C(CC1C(=O)NCCN1CC(c1ccccc1)c1ccccc1)NCC1CCOCC1 (stereo not drawn)	-10%	1%	-9%	1.6%	18%
CC1CCCC2(C1)NC(=S)N(c1ccccc1)N2 (stereo not drawn)	-4%	64%	-8%	0.4%	51%
Cc1ccc2oc(=O)c3cnn(CC(=O)Nc4cc(-c5cccc(F)c5)no4)c3c2c1	-8%	3%	7%	i	1%
Cc1c(Cl)cccc1NC(=S)N1CCN(S(=O)(=O)c2cccs2)CC1	-1%	2%	-5%	1.4%	28%
COc1ccccc1CNC(=O)Cc1cc(=O)[nH]c(=O)[nH]1	2%	-1%	6%	1.4%	23%
COc1ccc(C(=O)Nc2cccc(/C(C)=N/NC(=O)c3ccc([N+](=O)[O-])c(C)c3)c2)cc1OC	0%	15%	17%	8.7%	-27%
COc1ccc(S(=O)(=O)N2c3ccccc3OCC2C(C)(C)C)cc1 (stereo not drawn)	-6%	-1%	2%	1.4%	14%
Cc1[nH]n(-c2ccccc2)c(=O)c1N=Nc1ccccc1	-4%	48%	-3%	3.2%	8%
O=C(/C=C/c1ccc(-c2ccccc2[N+](=O)[O-])o1)c1ccccc1	-1%	10%	-3%	2.9%	77%
Cc1ccc(S(=O)(=O)c2nc(-c3ccccc3)oc2N2CCCC2)cc1	-10%	-6%	/	0.6%	-7%
Cc1cc(C)n(-c2ccccc2C#N)n1	-21%	-10%	5%	0.9%	-3%
O=C(NC1CCCc2ccccc21)c1ccccc1Cl (stereo not drawn)	-8%	4%	2%	i	7%
O=C(NCCO)/C(=C\c1ccc(Br)cc1)NC(=O)c1cccs1	5%	-12%	0%	1.8%	-9%
CCCn1nnc(NC(=S)NC(=O)/C=C/c2ccc(Cl)cc2)n1	9%	6%	-8%	i	75%
Cn1c(N)c(S(=O)(=O)N2CCN(c3ccccc3)CC2)c(=O)n(C)c1=O	-1%	-2%	-8%	i	-9%	VEEV TC-83 Vero 10K pilot screen=1.3
CC(C)(C)OC(=O)C(C1NC(C(=O)O)C(C)(C)S1)N1C(=O)c2ccccc2C1=O (stereo not drawn)	-8%	/	/	2.3%	/
Cc1ccccc1NC(=O)/C(=C/c1cccs1)NC(=O)c1ccco1	0%	-6%	-6%	i	12%
CCOC(=O)CSc1nnnn1-c1cc(OC)ccc1OC	20%	-9%	-1%	i	6%
O=C(Nc1ccc(Cl)cc1C(=O)NCC1CCCO1)c1ccco1 (stereo not drawn)	2%	3%	-2%	3.8%	-1%

3 structures already listed, arranged by molar mass, highest first.
SMILES	H1N1 NS1A inhibition	H37Rv inhibition	PhoP GFP inhibition	VEEV TC-83 Vero	M. tuberculosis	others
O=C(NCCO)/C(=C\c1ccc(Br)cc1)NC(=O)c1cccs1	5%	-12%	0%	1.8%	-9%
Cc1ccc(S(=O)(=O)c2nc(-c3ccccc3)oc2N2CCCC2)cc1	-10%	-6%	/	0.6%	-7%
O=C(/C=C/c1ccc(-c2ccccc2[N+](=O)[O-])o1)c1ccccc1	-1%	10%	-3%	2.9%	77%

Back to the main list; the three compounds before the break are reprinted first.
SMILES	H1N1 NS1A inhibition	H37Rv inhibition	PhoP GFP inhibition	VEEV TC-83 Vero	M. tuberculosis	others
Cc1ccccc1NC(=O)/C(=C/c1cccs1)NC(=O)c1ccco1	0%	-6%	-6%	i	12%
CCOC(=O)CSc1nnnn1-c1cc(OC)ccc1OC	20%	-9%	-1%	i	6%
O=C(Nc1ccc(Cl)cc1C(=O)NCC1CCCO1)c1ccco1 (stereo not drawn)	2%	3%	-2%	3.8%	-1%
CCOc1ccc(Cl)cc1S(=O)(=O)NC1CCCC1	1%	-1%	-3%	3.6%	-5%
Cc1ccc2c(c1)c1ncnc(N3CCOCC3)c1n2C	7%	-1%	-7%	6.1%	8%
O=C(COn1nnc2ccc(Cl)cc21)NC12CC3CC(CC(C3)C1)C2	-1%	41%	-9%	i	62%
O=C(CSc1nc2ccccc2s1)NC(=O)NCc1ccco1	-3%	-14%	-3%	1.3%	?
O=C(COc1cccc2ccccc12)N1CCN(c2ccccn2)CC1	0%	12%	1%	4.0%	38%
C/C(=N/NS(=O)(=O)c1ccc(Cl)cc1)c1cccc(O)c1	1%	-2%	-1%	2.4%	-8%
O=C(COC(=O)c1ccccn1)NCc1cccc(Cl)c1	-7%	/	/	2.0%	/
COc1cccc(C(=O)C2CCCN(Cc3ccccn3)C2)c1 (stereo not drawn)	-8%	34%	-8%	i	/
Cc1onc(-c2ccccc2Cl)c1C(=O)N1CCCc2ccccc21	-7%	2%	-12%	i	32%
CCOC(=O)c1ccc(NC(=O)CSC2=NN3CCCC(=O)N=C3S2)cc1	7%	?	1%	1.8%	30%
CC(C)(C)c1nnc2sc(SCC(O)=C(C#N)c3nc4ccccc4[nH]3)nn2c1=O	-21%	/	/	3.4%	/
Cc1ccc(C(=O)O)cc1N=Cc1cc(Br)cc(Br)c1O	-10%	-4%	27µM*	i	?
O=C(O)CCSc1nnc(SCC(=O)NCC(F)(F)F)s1	-12%	-1%	-5%	0.2%	-5%
Cc1cc(S(=O)(=O)Nc2cccnc2)c(Cl)cc1Cl	1%	6%	2%	i	25%
CCn1c(=S)[nH]c2cc(Cl)ccc21	0%	6%	-8%	1.0%	1%
C/C(=N\NC(=O)Cn1nc(C)c(Br)c1C)c1cccs1	2%	-2%	3%	i	-16%
O=C(Nc1cccc2ccccc12)C1CCN(C(=O)NCc2ccccc2)CC1	-1%	-4%	-5%	8.1%	23%
O=c1ccn(C2CCCO2)c(=O)[nH]1 (stereo not drawn)	-17%	/	/	5.3%	/
C/C(=N\N1CCN(Cc2ccccc2)CC1)c1ccco1	3%	1%	0%	0.6%	-13%
O=C(c1ccco1)N1CCN=C1SCc1ccccc1F	3%	-2%	-12%	2.4%	/
CSc1nc2ccc(NS(=O)(=O)c3cccc(Cl)c3Cl)cc2s1	-5%	48%	-5%	2.8%	29%
O=C(CC1(O)C(=O)Nc2ccccc21)c1ccccc1 (stereo not drawn)	1%	-5%	-15%	1.1%	/
O=C(O)CSc1nnc(-c2ccccc2O)n1Cc1ccccc1	0%	-6%	-5%	2.4%	6%
Cc1ccc(S(=O)(=O)NC(C(=O)N2CCN(S(=O)(=O)c3cccc(F)c3)CC2)C(C)C)cc1 (stereo not drawn)	4%	/	/	0.2%	/
O=C(Nc1ccccc1-c1ccccc1)c1cnccn1	0%	-3%	-1%	0.3%	13%
O=C(c1cccs1)N1CCN(Cc2ccccn2)CC1	4%	-9%	-1%	0.1%	-7%
CCOP(=O)(OCC)c1cccc(OP(=O)(c2cccc([N+](=O)[O-])c2)c2cccc([N+](=O)[O-])c2)c1	/	-3%	7%	6.2%	-7%
O=C(Nc1ccnc(-c2cccnc2)n1)c1ccc(Cl)cc1	-2%	5%	0%	2.8%	23%
COc1ccc(NC(=O)C2CCN(S(=O)(=O)c3ccc(N4CCCC4=O)cc3)CC2)cc1OC	0%	7%	-19%	1.2%	-5%

Not a hit list; any-hit rate near 1.4%.
